# FXIa single inh – blocks human coagulation factor XIa activity | inhibition, % at 10 µM | P03951 | 0.3% of 33,000 active | purified human FXIa, fluorogenic AMC substrate cleavage;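 active = inhibition above 40% in the primary screen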;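 also: 0% = enzyme without compound and 100% = blank wells lacking enzyme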
# FXIIa inh – inhibitors of human coagulation factor XIIa; inhibition, % at 10 µM; 0.2% of 33,000 active; purified human FXIIa, AMC substrate fluorescence, 2 h; P00748; in the data active = inhibition above about 30%;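 also: 0% = enzyme with vehicle only and 100% = no enzyme blank; many of its hits are not listed in these tables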
# Target sequence (P00748 20-372 limits assumed): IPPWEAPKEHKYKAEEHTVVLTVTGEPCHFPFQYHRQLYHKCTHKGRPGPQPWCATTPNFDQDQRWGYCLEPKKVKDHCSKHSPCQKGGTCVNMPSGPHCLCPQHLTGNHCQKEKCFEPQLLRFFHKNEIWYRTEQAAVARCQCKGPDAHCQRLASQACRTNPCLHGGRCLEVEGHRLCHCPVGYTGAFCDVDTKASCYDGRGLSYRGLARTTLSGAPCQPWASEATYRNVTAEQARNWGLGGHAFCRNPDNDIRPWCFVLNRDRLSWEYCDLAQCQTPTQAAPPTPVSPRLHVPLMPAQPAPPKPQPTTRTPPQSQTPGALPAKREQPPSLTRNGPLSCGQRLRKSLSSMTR
# Target sequence (P00748 373-615 limits assumed): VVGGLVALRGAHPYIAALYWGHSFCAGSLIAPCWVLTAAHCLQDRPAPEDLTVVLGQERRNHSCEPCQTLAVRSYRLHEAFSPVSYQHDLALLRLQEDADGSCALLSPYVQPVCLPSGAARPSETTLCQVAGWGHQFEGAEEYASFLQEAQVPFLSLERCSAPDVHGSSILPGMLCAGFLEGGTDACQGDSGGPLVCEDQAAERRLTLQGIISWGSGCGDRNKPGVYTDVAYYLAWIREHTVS
# Numbers without * were called inactive. Some of the compounds tested; count on the stated rates, not on these rows.
# Values in the order – FXIa single inh	FXIIa inh
C=CCNC(=O)CN(c1ccc(F)cc1)S(=O)(=O)c1ccc(OC)cc1
→ 2	8
Cc1ccc(CNC(=O)c2ccc3c(=O)n(CCCN4CCCC4=O)c(=S)[nH]c3c2)cc1
→ 25	-15
CCOc1ccc(CNn2nnnc2N)cc1
→ 1	0
CCn1c(Cn2nnc(-c3ccccc3)n2)nnc1SCC(=O)Nc1ccc(C(C)=O)cc1
→ -6	2
Cc1ccc2c(c1)cc(CN(Cc1cccs1)C(=O)c1ccco1)c1nnnn12
→ 0	-11
Cc1nc2ccc(S(=O)(=O)NC(C(=O)Nc3nc4ccc(Cl)cc4s3)C(C)C)cc2s1 (stereo not given)
→ -12	-18
O=C(Nc1ccc(Cl)cc1)c1cccs1
→ 4	10
c1ccc(COc2ccc(OCCCN3CCCCC3)cc2)cc1
→ -8	8
CCN(CC(=O)NC(C)C)Cc1nc2sc3c(c2c(=O)[nH]1)CCC3
→ 0	8
COc1cccc(NS(=O)(=O)c2ccc3[nH]cc(C(=O)NCCC(C)C)c(=O)c3c2)c1
→ -2	5

# The list goes on, overlapping the part above by 2 compounds.
# Values in the order – FXIa single inh	FXIIa inh
CCN(CC(=O)NC(C)C)Cc1nc2sc3c(c2c(=O)[nH]1)CCC3
→ 0	8
COc1cccc(NS(=O)(=O)c2ccc3[nH]cc(C(=O)NCCC(C)C)c(=O)c3c2)c1
→ -2	5
Cc1ccc(S(=O)(=O)NCCCN2CCOCC2)c(C)c1
→ -1	-19
Cc1cc(C(=O)CSc2nnc(N)s2)c(C)n1-c1c(C)n(C)n(-c2ccccc2)c1=O
→ 1	3
O=C(CCS(=O)(=O)c1ccc(Br)cc1)N1CCN(c2ccc(Cl)cc2)CC1
→ 3	3
Cc1ccc(C)c(Cn2c(=O)c3c(nc4n3CCN4Cc3ccco3)n(C)c2=O)c1
→ -3	8
O=P(CCC(F)(F)F)(CCC(F)(F)F)CCC(F)(F)F
→ 5	4
COc1ccc(-c2coc3cc(OC)cc(O)c3c2=O)cc1
→ -6	4
O=C(c1ccc(Br)s1)N1CCN(Cc2ccc3c(c2)OCO3)CC1
→ 0	9
CSc1nc2ccc(S(=O)(=O)N3CCCCC3)cc2s1
→ 1	4
COc1ccc(C2C(C#N)=C(N)Oc3cc(C)[nH]c(=O)c32)c(OC)c1OC (stereo not given)
→ 12	-14
O=C(CCNC(=O)c1ccccc1)OCN1C(=O)c2ccccc2C1=O
→ 3	3
O=C(Nc1ccc2c(c1)OCO2)c1ccc(Cl)nc1
→ 1	6
COCCCNC(=O)c1ccccc1NS(C)(=O)=O
→ -1	-10
Cc1nc(SCC(=O)Nc2ccc(N3CCOCC3)cc2)nc(C)c1C
→ 21	-11
COc1ccc(CNC(=O)C(c2ccc(C)o2)N(C(=O)c2csnn2)c2ccc(C(C)C)cc2)cc1 (stereo not given)
→ 4	10
Cc1ccc(-c2nnc(N3CCCCC3)c3ccccc23)cc1S(=O)(=O)NCC1CCCO1 (stereo not given)
→ 17	-15
COC(=O)C(C)N(C(=O)c1cccc2ccccc12)c1c(C)cccc1C (stereo not given)
→ 5	9
Cc1occc1C(=O)Nc1cccc(Cn2cccn2)c1
→ 1	11
CCOc1ccc(/C(O)=C2/C(=O)C(=O)N(c3cc(C)on3)C2c2ccc(C(=O)OC)cc2)cc1 (stereo not given)
→ -4	7
Cc1ccc(CCNC(=O)C2CCC(=O)N2C2CCCC2)cc1 (stereo not given)
→ -3	0
CC(=O)Nc1ccc(S(=O)(=O)N2CCN(C)CC2)cc1
→ -8	7
Cc1ccc(Sc2cnc3ccccc3n2)cc1
→ 9	6
CCOC(=O)CNC(=O)c1cn(C)c(=O)c2cc(OC)c(OC)cc12
→ -6	7
Cn1c(=O)c2ncn(CC(=O)NCCOc3ccccc3)c2n(C)c1=O
→ -6	-15
COC(=O)c1ccc(NC(=O)CSc2nnc(-c3ccncc3)n2N)cc1
→ 4	3
c1ccc(COc2ccc(CN3CCN(c4ccccn4)CC3)cc2)cc1
→ 12	5
CCC(=O)Nc1nnc(Cc2ccccc2)s1
→ -4	3
CC1CCCCN1C(=O)c1cc(F)c(F)cc1Cl (stereo not given)
→ -1	2
O=S(=O)(c1ccc(N2CCOCC2)nc1)N1CCOCC1
→ -9	-2
CCCCC(=O)Nc1cc(OC)c(NC(=O)C2CCCCC2)cc1OC
→ 5	5
CC(C)(C)NC(=O)Cn1cc(C#N)c2cc(Br)ccc21
→ -1	5
CCOC(=O)c1cnc(SC)nc1Nc1cccc2ccccc12
→ 4	-19
CC(C)CNC(=O)c1cccc(NC(=O)c2ccco2)c1
→ -4	-3
O=C(NC1CCCC1)c1cccc(NC(=O)c2ccco2)c1
→ -4	7
COC(=O)c1c(C)oc2ccc(NS(=O)(=O)c3cccs3)cc12
→ -4	2
CN(CC(=O)Nc1ccccc1N1CCOCC1)S(=O)(=O)c1ccc(F)cc1
→ 6	7
CCOC(=O)Cc1cc(=O)n2[nH]c(-c3ccc(Cl)cc3)cc2n1
→ 2	-2
CC(=O)c1ccc(-n2c(-c3cc(-c4ccco4)[nH]n3)n[nH]c2=S)cc1
→ 0	-5
CCOc1ccc(CC2S/C(=N/c3ccccn3)NC2=O)cc1 (stereo not given)
→ 6	4
CC(/C=N/NC(=O)c1n[nH]c2c1CCC2)=C\c1ccccc1
→ -1	3
COc1ccc(OC)c(C2/C(=C(\O)c3c(C)nc4ccccn34)C(=O)C(=O)N2CCCN(C)C)c1 (stereo not given)
→ -6	8
CCCCNC(=O)CSc1nnc(Cc2ccccc2)n1CC
→ 4	7
CCOC(=O)c1cc2c(ccn2C)n1CC(=O)N1CCN(c2ccccc2OC)CC1
→ -3	9
CC1(C)C(=O)C2(CCCC2)C(=O)OC1c1ccco1 (stereo not given)
→ -4	4
COc1cccc(C2C(C#N)=C(N)Oc3c2oc(CO)cc3=O)c1 (stereo not given)
→ 1	-11
CCCc1cc(=O)[nH]c(Nc2ccc(N3CCCCC3)cc2)n1
→ -3	1
CCCCn1nnnc1SCC(=O)N1CCOCC1
→ 35	-16
COc1ccc(C)cc1NC(=O)CN1CCN(S(=O)(=O)c2ccc(F)cc2)CC1
→ 5	4
O=C(CCCN1C(=O)CCC1=O)Nc1cccc(C(F)(F)F)c1
→ -5	0
CCC(C)NS(=O)(=O)c1ccc(NS(=O)(=O)c2ccc(F)cc2)cc1 (stereo not given)
→ -10	8
O=C(NNC1=C(C(=O)C(F)(F)F)CCC1)c1ccc(Br)cc1
→ 8	12

# Next section:
# Values in the order – FXIa single inh	FXIIa inh
C=CCN1C(=O)c2oc3ccccc3c(=O)c2C1c1ccc(O)c(OC)c1 (stereo not given)
→ 4	2
COCCn1c(SCC(=O)Nc2sccc2C(N)=O)nc2cc(Cl)ccc2c1=O
→ 1	2
COc1ccc(-n2cnnc2SCC(=O)Nc2nc(C)c(Cl)cc2Cl)cc1
→ 3	5
O=C(Nc1ccc2nc(-c3cccs3)c(-c3cccs3)nc2c1)NC1CC1
→ 7	0
CCN(CC)C(=O)CSc1nc(-c2cccs2)cc(-c2cccs2)c1C#N
→ 0	1
CCCOC(=O)C1=C(C)NC2=C(C(=O)CC(C)(C)C2)C1c1ccc(N(C)C)cc1 (stereo not given)
→ -2	4
Cc1ccc(C(C)C)c(OCCN2C(=O)NC(C)(C)C2=O)c1
→ 2	8
Cc1noc(C)c1C(=O)N1CC(C)OC(C)C1 (stereo not given)
→ 5	2
COc1ccccc1CN(Cc1nc2ccccc2c(=O)[nH]1)C(=O)Nc1cccc(C)c1
→ 0	11
O=C(O)c1ccccc1OCCOc1ccccc1C(=O)O
→ -3	5
COc1ccc(-c2noc(-c3ccc(C)cc3)n2)cc1
→ 15	3
O=C(O)CCN1Cc2ccccc2C1=O
→ -6	-2
O=C(C1CCN(S(=O)(=O)c2ccc(Cl)cc2)CC1)N1CCOCC1
→ 7	3
Cc1nn(C)cc1/C=N/O
→ 4	12
NC(=O)c1ncc(C(F)(F)F)cc1Oc1ccc(C(F)(F)F)cc1
→ 13	1
CN1CCCCc2c1nc1ccccc1c2N (tested in a mixture with another compound)
→ 1	8
CCOc1cc(CN2CCN(c3cccc(C(F)(F)F)c3)CC2)ccc1OC
→ -8	6
CCOc1ccc(S(=O)(=O)NCc2ccc(Cl)cc2)c2cccnc12
→ 8	5
Clc1ccc(C2=C3CCCCn4c(-c5ccccc5)c[n+](c43)C2)cc1
→ 0	-1
CCCCCC/C(C)=C1/SC(=S)NC1=O
→ 3	3

# Five of the entries above in order of their number in FXIa single inh, high to low.
# Values in the order – FXIa single inh	FXIIa inh
CCOc1ccc(S(=O)(=O)NCc2ccc(Cl)cc2)c2cccnc12
→ 8	5
Cc1nn(C)cc1/C=N/O
→ 4	12
CCCCCC/C(C)=C1/SC(=S)NC1=O
→ 3	3
CN1CCCCc2c1nc1ccccc1c2N (tested in a mixture with another compound)
→ 1	8
O=C(O)CCN1Cc2ccccc2C1=O
→ -6	-2

# (list continues)
# Values in the order – FXIa single inh	FXIIa inh
COC(=O)C(O)(CC(=O)Nc1ccc(C)c(F)c1)C(F)(F)F (stereo not given)
→ -7	6
CCCCNC(=O)C1CCCNC1=O (stereo not given)
→ -6	-1
CN(C)c1ccc(CNC23CN4CN(CN(C4)C2)C3)cc1
→ -2	-11
O=c1cc(O)c(-c2ccccc2Cl)c(Cl)[nH]1
→ 1	6
Cc1ccc(S(=O)(=O)N/N=C2/CC(c3ccccc3)Oc3ccccc32)cc1 (stereo not given)
→ 1	6
O=C(NCCN1CCOCC1)c1ccc2ccccc2n1
→ -5	8
O=C(NCc1cccs1)c1cccc(N2CCCC2=O)c1
→ 8	4
CCc1ccc(C(=O)COC(=O)CNC(=O)c2cccs2)cc1
→ -5	6
COc1ccc(NC(=S)NCc2ccco2)c(OC)c1
→ 9	4
N#CC1C(C#N)N2CCCN2C1c1ccc(Cl)cc1 (stereo not given)
→ -13	4
O=C(CCCN1C(=O)c2ccccc2C1=O)N1CCc2ccccc2C1
→ 9	5
COc1ccc2c(c1)c1ncn(CCCN3CCOCC3)c(=O)c1n2C
→ -6	-5
Cc1ccc2cc(CCNC(=O)c3c(-c4ccccc4Cl)noc3C)c(=O)[nH]c2c1
→ 2	3
COc1cc(C(=O)N2CCN(S(=O)(=O)c3ccc(F)cc3)CC2)cc(OC)c1OC
→ 0	3
CCOC(=O)c1ccc(NC(=O)COc2ccc(S(=O)(=O)NC(C)C)cc2)cc1
→ -4	1
COC(=O)C1=C(O)/C(=C\c2ccc(O)c(OC)c2)N=C1C
→ 4	8
O=C(COc1ccc(S(=O)(=O)N2CCCCC2)cc1)NCc1cccnc1
→ -11	9
CC(=O)c1c(C)nc2ccccc2c1N
→ -1	6
O=C(Nc1nc2ccccc2s1)c1cc2c(s1)-c1ccccc1OC2
→ -7	-42
O=C(OCC(=O)N1CCN(C(=O)c2ccco2)CC1)c1ccccc1OCc1ccccc1
→ 3	6
O=C1CC(C2CCCO2)C(=O)N1Cc1ccccc1 (stereo not given)
→ 5	8
CCOC(=O)COc1c(OC)cc(Cl)cc1C1NC(=O)NC(C)=C1C(C)=O (stereo not given)
→ -6	7
O=C(OCn1nnc2ccccc2c1=O)c1ccc(S(=O)(=O)N2CCOCC2)cc1
→ 3	-1
Cc1ccc2ccccc2c1Cn1c(-n2ccnc2)nc2c1c(=O)n(C)c(=O)n2C
→ -4	2
COC(=O)c1ccc(CSc2nc3ccc(Cl)cc3[nH]2)o1
→ 6	3
COc1ccc(CN2CCCCC2C(=O)Nc2ccc(OC)c(OC)c2)cc1OC (stereo not given)
→ 0	6
CCOC(=O)CSc1nc2c(c(=O)[nH]c(=O)n2C)n1CCCc1ccccc1
→ -4	8
COc1ccc(C(=O)NCCC2=CCCCC2)cc1OC
→ -13	-6
O=C(Cc1ccccc1)NC(NNc1ccccc1)(C(F)(F)F)C(F)(F)F
→ 1	-14
OCc1nnc2c3ccccc3c(-c3ccccc3)nn12
→ -14	7
COc1ccc(-c2[nH]nc(-c3ccccc3)c2-c2nc3ccccc3[nH]2)cc1
→ 26	-15
Cc1cccc(N2CC(O)=C(c3nc4ccccc4n3C)C2=N)c1
→ 9	2
COc1cccc(S(=O)(=O)Nc2ccc3sc(C)nc3c2)c1
→ -9	-9
COc1ccc([C@H]2[C@H](C(=O)C(C)(C)C)N3N=Cc4ccccc4C3[C@]23N=C(c2ccccc2)OC3=O)cc1 (stereo not given in full)
→ -5	8
CC(C)NC(=O)c1ccc(C2SCC(=O)N2Cc2ccccc2)cc1 (stereo not given)
→ -2	-10
CCN(CC)CC(=O)NC12CC3CC(CC(C3)C1)C2
→ -5	6
O=C(Cn1nnc2ccccc2c1=O)Nc1ccc2c(c1)CCC2
→ 1	1
CCc1nc2c(C#N)c(-c3ccc(Cl)cc3)ccn2n1
→ 2	0
COc1cc(OC)c(C(=O)Nc2ncn[nH]2)cc1OC
→ -8	9
Cc1ccccc1C(=O)N/C(=C/c1ccc(-c2cccnc2Cl)o1)C(=O)NCCCN1CCN(C)CC1
→ 4	11
FC(F)(F)c1cc(-c2ccccc2)nc(N2CCOCC2)n1
→ -9	4
CC(C)NC(=O)c1ccc(COCC(F)(F)C(F)F)cc1
→ -7	3
COC(=O)Cc1c(C)c2ccc(OCc3nn[nH]n3)c(C)c2oc1=O
→ -13	2
Cc1cccc2c(=O)n3c(nc12)CCCCC3
→ -5	1
Cc1nc(CCNS(=O)(=O)c2cccs2)cs1
→ -2	7
O=S(=O)(Cc1ccccc1)N1CCCC(c2nc(-c3ccc(F)cc3)no2)C1 (stereo not given)
→ -3	-18
O=C(O)CC(c1cccc2ccccc12)n1cccc1 (stereo not given)
→ 35	-13
COc1ccc(S(=O)(=O)N2C3CCC2CC(NC(=O)NC2CCCCC2)C3)cc1 (stereo not given)
→ 15	-13
CCOC(=O)c1c(NC(=O)c2ccco2)sc(C(=O)N2CCCC2)c1C
→ 4	8
COc1ccccc1NC(=O)CC(NCCN(C)C)C(=O)O (stereo not given)
→ 4	-3
COc1cc(CNCc2ccc(OC)c(OC)c2OC)cc(OC)c1
→ 0	7
